Compound activity from PubChem.
RMI-FANCM inh: blocks RMI1/RMI2 complex binding to FANCM MM2 peptide; 0.58% of 70,000 active; FP signal (polarization) at 33 µM; AID 1159607; Fluorescence polarization, RMI core complex with F-MM2 peptide; hits give low values; in the data active = FP signal below about 40; also: inactives centre near 61; strong numbers were not always called active; unit not given here
An asterisk follows results filed as active; & = joins results of further samples. The list is partial, so the mix of outcomes need not match the whole.

SMILES	RMI-FANCM inh
CC(C)c1ccc(NC(=O)Cn2cccc(C(F)(F)F)c2=O)cc1	61
CCOC(=O)c1cc2c(=O)n3ccccc3nc2n(CC2CCCO2)c1=NC(=O)c1ccc(Br)cc1 (stereo not given)	-6
Cn1c(N/N=C\c2ccc(Cl)cc2)nc2c1c(=O)n(Cc1ccc(Cl)cc1)c(=O)n2C	71
Nc1ccccc1N1C(=O)c2cccc3cccc(c23)C1=O	55
Cc1cc(-c2ccccc2)nc2c1/C(=N/O)CC(C)(C)C2	45
Cc1cc(C)c2nc(NC(=O)c3ccc([N+](=O)[O-])s3)sc2c1	64
Cc1ccc(C(=O)CC(SCc2c(C)c(C)c(C)c(C)c2C)c2cccc([N+](=O)[O-])c2)cc1 (stereo not given)	58
Nc1cscc1S(=O)(=O)c1ccccc1	50
Cc1c(Cc2ccccc2Cl)c(NCCN(C)C)n2c(nc3ccccc32)c1C#N	57
Cc1ccc(C)c(OCC(O)Cn2c(C3CC(=O)N(C(C)(C)C)C3)nc3ccccc32)c1 (stereo not given)	61
CSc1cccc(N2CC(c3nc4ccccc4n3CCCN(C)C)CC2=O)c1 (stereo not given)	63
NC(=O)/C=C/C(=O)NCc1ccccc1	53
CS(=O)(=O)CS(=O)(=O)Oc1ccc(Cl)c(Cl)c1	54
CCOC(=O)c1sc(CS(=O)(=O)c2ccc(Cl)cc2)nc1C	63
CC1(C)COc2ccc(NS(=O)(=O)c3ccc(-c4ccccc4)cc3)cc2NC1=O	71
C=CCNC(=S)Nc1ccc(NC(C)=O)cc1	59
COc1ccc(Nc2nnc(Cc3ccc(C(C)C)cc3)c(=O)[nH]2)cc1OC	51
Cn1nccc1C(=O)Nc1nc2c(Cl)cccc2s1	70
O=C(Cc1cc(=O)[nH]c(SCc2ccccc2F)n1)N1CCCC1	59
NS(=O)(=O)c1ccc(NC(=O)CSc2nnc3sc4ccccc4n23)cc1	67
Cc1ccc(OCC(=O)NC(CC(C)C)C(=O)O)cc1 (stereo not given)	57
C=CCOc1cc(OCc2ccccc2)c(C(C)=O)c(OCc2ccccc2)c1C(C)=O	65
O=C(O)CCC(=O)N1CCCC1C(=O)O (stereo not given)	49
O=C(C1CCCN(c2ccc(-c3ccco3)nn2)C1)N1CCN(c2ccccc2)CC1 (stereo not given)	58
Cc1sc2ncnc(N3CCN(c4ccc(Cl)c(Cl)c4)CC3)c2c1-c1ccc(F)cc1	77
CN(C)Cc1c(NC(=O)c2ccccc2)sc2c1CCCC2	74
CCOc1ccc(N=c2scc(-c3ccc([N+](=O)[O-])cc3)n2-c2ccc(OCC)cc2)cc1	58
O=C1Nc2ccccc2C12NNC(=S)NN2	53
CCOC(=O)NC(=S)NCCc1c[nH]c2ccccc12	53
Cc1ccc(C)n1-c1cc([N+](=O)[O-])ccc1N1CCN(S(C)(=O)=O)CC1	62
COC(=O)c1cccc(NC(=O)NC2CCCN2S(=O)(=O)c2ccc(Cl)cc2)c1 (stereo not given)	63
CCS(=O)(=O)N1CCc2ccc(NS(=O)(=O)c3ccc4c(c3)OCCO4)cc2C1	65
CC(=O)N1CCc2ccc(NC(=O)c3ccc(F)cc3)cc21	65
Cc1cccc(NS(=O)(=O)c2ccc3oc(-c4nc(-c5ccc6c(c5)OCO6)no4)c(C)c3c2)c1	88
CC1=NCCNC(C)=C1Sc1ccccc1	64
O=C(c1ccco1)N1CCN(Cc2nc(-c3cccs3)cs2)CC1	60
CC(=O)N/C(=C\c1ccc(NC(C)=O)cc1)C(=O)O	56
COc1ccc(C=O)cc1CSc1nc2c(sc3ncccc32)c(=O)n1Cc1cccs1	85
Cc1cc(C)n(-c2ccc(N3CCN(S(=O)(=O)Cc4ccccc4)CC3)nn2)n1	54
Cc1cc(NC(=O)c2ccc(S(=O)(=O)N(C)C(C)C)cc2)n(C)n1	69
Cc1oc(S(=O)(=O)N2CCOCC2)cc1C(=O)Nc1ccc(F)cc1	66
Nc1nc(SCCO)[nH]c(=O)c1NC(=O)c1ccc(Br)o1	70
O=C(NCc1cccs1)C(=O)c1cn(CC(=O)N2CCOCC2)c2ccccc12	57
OCC1OC(Oc2ccc(Cl)cc2)C(O)C(O)C1O (stereo not given)	61
O=C(Nc1ccc(F)cc1F)C(=S)NC1CCCCC1	55
Cc1cccc(NC(=O)Cn2nc(C(C)C)c3cnn(C(C)(C)C)c3c2=O)c1C	69
COc1ccc(NC(=O)Cn2cccc(-c3nc(-c4ccccc4)no3)c2=O)c(OC)c1	128
O=C(CCCn1nc(-c2ccc(Cl)cc2)ccc1=O)Nc1ccc(F)c(F)c1	76
CS(=O)(=O)N(CC(O)Cn1cc(/C=N\O)c2ccccc21)c1ccc(Cl)cc1 (stereo not given)	59
CCCCC(CC)CN1CN(CC(CC)CCCC)CC(C)(N)C1 (stereo not given)	76&64
C=C(C)[C@@H]1CC[C@]2(CO)CC[C@]3(C)[C@H](CCC4[C@@]5(C)CC[C@H](O)C(C)(C)C5CC[C@]43C)C12 (stereo not given in full)	51
COc1ccc(NC(=O)C(=O)NCC(c2ccc3c(c2)CCCN3C)N2CCCCC2)c(OC)c1 (stereo not given)	75
COc1ccc(S(=O)(=O)NCC(c2cccn2C)N2CCc3ccccc3C2)cc1F (stereo not given)	68
CCN1C(=O)NC2(CCN(S(=O)(=O)c3ccc(OC(F)(F)F)cc3)CC2)C1=O	55
O=C(NCCc1ccccc1)N1CCCC(c2nnc(-c3ccc4c(c3)OCO4)o2)C1 (stereo not given)	63
Cc1ccc(S(=O)(=O)N2CCCCC2CCNC(=O)C(=O)NCc2ccccc2Cl)cc1 (stereo not given)	54
CCOC(=O)N1CCN(C(=O)CSc2nc3c(c(=O)n2-c2ccc(OCC)cc2)SCC3)CC1	81
Cc1cnc(=O)[nH]c1SCC(=O)Nc1cccc(C)c1C	55
COc1ccc(S(=O)(=O)NCCc2nnc3ccc(SCc4cccc(Cl)c4)nn23)cc1	58
CCSc1ccc(CC(=O)Nc2nc(-c3cc4cccc(OC)c4o3)cs2)cc1	60
More entries:
SMILES	RMI-FANCM inh
COc1ccc(S(=O)(=O)NCCN2CCOC(c3ccccc3)C2)cc1 (stereo not given)	72
COc1ccc(-c2c3c(nc4sc(C(=O)N5CCCCCC5)c(N)c24)CC(C)(C)CC3=O)cc1	82
O=C(Cn1nc(-c2ccccc2)c2sc(N3CCCC3)nc2c1=O)OCc1ccccc1	65
Clc1ccc(OCCSCc2nc3ccccc3[nH]2)cc1	66
CCCS(=O)(=O)N1CCCC(C(=O)N2CCOCC2)C1 (stereo not given)	58
Cc1ccc(S(=O)(=O)N2CCCC2C(=O)Nc2cc(C)nn2C)cc1 (stereo not given)	68
O=C1CC2(CCCC2)C(=O)N1c1ccc(S(=O)(=O)NCc2ccccn2)cc1Cl	53
COc1ccc(OC)c(N2CC(c3nc4ccccc4n3CCCOc3cc(C)cc(C)c3)CC2=O)c1 (stereo not given)	57
CCOc1ccc(C(=O)NCCS(=O)(=O)N2CCN(c3ncccn3)CC2)cc1	67
CCc1nnc(-c2ccc(NC(=O)c3ccc(F)c(F)c3)cc2)o1	70
Cc1c2c(=O)n(C)ncc2c(-c2ccccc2)n1-c1ccc([N+](=O)[O-])cc1	51
O=C(c1ccccc1)c1cn(Cc2ccccc2)c2cc3c(cc2c1=O)OCCO3	63
CCN1/C(=C/C=C2/C(=O)NC(=O)N(c3ccccc3)C2=O)Sc2ccccc21	220
Cc1ccc(C(=O)N(CCN2CCOCC2)c2nc3c(C)cccc3s2)cc1	64
Nc1c(C(=O)N2CCCCCC2)sc(=S)n1Cc1ccco1	61
COc1cc2nc(N(C)CCCNC(=O)C3CCCO3)nc(N)c2cc1OC (stereo not given)	63&60
COc1ccc(N2CCN(S(=O)(=O)c3c(C)c(C)cc(C)c3C)CC2)cc1	58
COc1ccc(F)cc1S(=O)(=O)N1CCN(c2ccc3nncn3n2)CC1	68
O=C(COc1ccc(Cl)cc1Cl)NCC(=O)N1CCOC(c2ccccc2)C1 (stereo not given)	72
O=C(Nc1nnc(-c2ccc(Br)s2)o1)c1ccno1	68
CCOc1ccc(N2CCn3c2nn(CC(=O)Nc2cccc(C(F)(F)F)c2)c(=O)c3=O)cc1	86
O=C(Nc1cc2c3c(c1)CC(=O)N3CCC2)c1cccc(C(F)(F)F)c1	54
CCOC(=O)C(NCc1ccccn1)(NC(=O)c1cccnc1)C(F)(F)F (stereo not given)	53
O=[N+]([O-])c1ccc(NC(=S)NC2CS(=O)(=O)CC2Cl)cc1 (stereo not given)	61
O=C(Nc1cccc(C(=O)Nc2ccc(S(=O)(=O)O)c3cc(S(=O)(=O)O)cc(S(=O)(=O)O)c23)c1)Nc1cccc(C(=O)Nc2ccc(S(=O)(=O)O)c3cc(S(=O)(=O)O)cc(S(=O)(=O)O)c23)c1	58
O=C(c1ccc(F)cc1)N1CCN(c2ncnc3c2nnn3Cc2ccccc2)CC1	55
CC(C)C(C)(C#N)Nc1ccccc1 (stereo not given)	60
Cc1nc(C(F)(F)F)ccc1C(=O)NCc1ccccc1	56
Cc1cc(C)c2nc(NC(=O)c3ccc(S(=O)(=O)N4CC(C)OC(C)C4)cc3)sc2c1 (stereo not given)	72
O=C(COc1ccc(Cl)cc1Cl)Nc1nnc(-c2ccc(Br)cc2)o1	62
Cc1cc(C=C2C(=O)CC(C)(C)CC2=O)oc1C	55
CCOc1ccc(NC(=O)CSc2ncc(-c3ccc(C)c(C)c3)o2)cc1	66
Cc1ccc(CC(=O)Nc2nc3ccc(S(N)(=O)=O)cc3s2)c(C)c1	63
Cc1ccc(CC(=O)Nc2ccc3nc(C)sc3c2)c(C)c1	55
Cc1cc(NC(=O)c2nccnc2-c2nc3ccccc3s2)no1	62
CSc1nnc(CCCCCCCCc2nnc(SC)o2)o1	50
COC(=O)c1scc(-c2ccc(C)cc2)c1S(=O)(=O)N1CCN(c2ccc(C(C)=O)cc2)CC1	78
O=C(CN1C(=O)CC(c2ccccc2)Sc2ccccc21)Nc1ccc(F)cc1F (stereo not given)	63
O=C(CSc1cn(CCNC(=O)c2ccc(F)cc2)c2ccccc12)Nc1nccs1	62
Cc1ccc(-n2nc3c(c2NC(=O)c2ccccc2Br)CSC3)c(C)c1	63

Already shown: entries from further up.
SMILES	RMI-FANCM inh
CCOc1ccc(N2CCn3c2nn(CC(=O)Nc2cccc(C(F)(F)F)c2)c(=O)c3=O)cc1	86
O=C(Nc1cc2c3c(c1)CC(=O)N3CCC2)c1cccc(C(F)(F)F)c1	54
CCOC(=O)C(NCc1ccccn1)(NC(=O)c1cccnc1)C(F)(F)F (stereo not given)	53
O=[N+]([O-])c1ccc(NC(=S)NC2CS(=O)(=O)CC2Cl)cc1 (stereo not given)	61
O=C(Nc1cccc(C(=O)Nc2ccc(S(=O)(=O)O)c3cc(S(=O)(=O)O)cc(S(=O)(=O)O)c23)c1)Nc1cccc(C(=O)Nc2ccc(S(=O)(=O)O)c3cc(S(=O)(=O)O)cc(S(=O)(=O)O)c23)c1	58
O=C(c1ccc(F)cc1)N1CCN(c2ncnc3c2nnn3Cc2ccccc2)CC1	55
CC(C)C(C)(C#N)Nc1ccccc1 (stereo not given)	60
Cc1nc(C(F)(F)F)ccc1C(=O)NCc1ccccc1	56
Cc1cc(C)c2nc(NC(=O)c3ccc(S(=O)(=O)N4CC(C)OC(C)C4)cc3)sc2c1 (stereo not given)	72
O=C(COc1ccc(Cl)cc1Cl)Nc1nnc(-c2ccc(Br)cc2)o1	62
Cc1cc(C=C2C(=O)CC(C)(C)CC2=O)oc1C	55
CCOc1ccc(NC(=O)CSc2ncc(-c3ccc(C)c(C)c3)o2)cc1	66
Cc1ccc(CC(=O)Nc2nc3ccc(S(N)(=O)=O)cc3s2)c(C)c1	63
Cc1ccc(CC(=O)Nc2ccc3nc(C)sc3c2)c(C)c1	55
Cc1cc(NC(=O)c2nccnc2-c2nc3ccccc3s2)no1	62

Next part.
SMILES	RMI-FANCM inh
c1csc(-c2noc(-c3ccno3)n2)c1	62
FC(F)(F)c1cccc(-c2nnc(-c3ccncc3)o2)c1	56
Cc1ccc(-n2ncc3c(=O)[nH]c(-n4nc(C)cc4NC(=O)Cc4cccc5ccccc45)nc32)cc1	39
CCCCOc1ccc(N/C=C(\C#N)c2nc(-c3ccc(-c4ccccc4)cc3)cs2)cc1	67
Cc1ccc(N2CC(NC(=O)C3CC3)CC2=O)cc1 (stereo not given)	53
O=C(NCCCn1nc(-c2ccccc2)ccc1=O)c1ccc(C(F)(F)F)cc1	66
Cc1ccc(NC(c2ccc(O)cc2)P(=O)(c2ccccc2)c2ccccc2)cc1 (stereo not given)	54
O=S(=O)(c1ccc(F)c(Cl)c1)N1CCN(c2ccc(-c3cccs3)nn2)CC1	95
O=C(NCCN1CCN(c2ccc(F)cc2)CC1)c1cc2ccccc2oc1=O	64
CSC(C)C(=O)/C=C/N(C)C (stereo not given)	61
Cc1nn(Cc2ccccc2)c(=O)c2c1cnn2C(C)(C)C	64
CCOC(=O)CC(=O)Nc1nc(C23CC4CC(CC(C4)C2)C3)cs1	63
COc1nn(C)cc1C(=O)N1CCN(c2ccccc2F)CC1	55
O=C(NCC(c1ccco1)N1CCc2ccccc21)C(=O)Nc1ccc(F)c(Cl)c1 (stereo not given)	82
O=C(CCC1CCCCC1)N1CCN(CCO)CC1	65
O=c1oc2ccc(O)cc2s1	54
CCOC(=O)N1CCc2c(sc(NC(=O)c3ccc(Br)s3)c2-c2nc3ccccc3s2)C1	6*
CC1O[C@@H](Oc2c(-c3ccc(O)c(O)c3)oc3cc(O)cc(O)c3c2=O)[C@H](O)[C@H](O)[C@H]1O (stereo not given in full)	58
COc1cccc(-c2nn(-c3ccccc3)cc2C(=O)n2nnc3ccccc32)c1	58
O=C(NCc1ccco1)c1ccc(Cl)cc1[N+](=O)[O-]	62
Cn1cc(Cl)c(C2NN=C(SCC(=O)Nc3ccc(C(C)(C)C)cc3)S2)n1 (stereo not given)	52
CCNc1cc(C)nc(N2CCN(C(=O)c3ccccc3Br)CC2)n1	54
CC1=C/C(=N/OC(=O)Cc2ccccc2)C(C)=CC1=O	58
CCCN1CCC2(CC1)Oc1c(OC)cccc1C1CC(c3cccs3)=NN12 (stereo not given)	69
